EP2 modulator = EP2 receptor modulators, cAMP readout, primary screen, cell-based, HTRF cAMP, PGE2 stimulation. Prostaglandin E2 receptor EP2 subtype (Homo sapiens), P43116. EP2-expressing cells, cAMP HTRF FRET, PGE2 co-stimulation. induction, % at 25 µM. hit rate 0.83% among 260,000;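 active = compounds whose cAMP rise, as percent of the full-agonist control response, exceeds 60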;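 note: rat C6 glioma line stably carrying human EP2 under a CMV promoter; the protocol text gives 20 µM as final concentration; 100% = response of wells given 1 µM PGE2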
Target sequence (P43116 whole entry, looked up): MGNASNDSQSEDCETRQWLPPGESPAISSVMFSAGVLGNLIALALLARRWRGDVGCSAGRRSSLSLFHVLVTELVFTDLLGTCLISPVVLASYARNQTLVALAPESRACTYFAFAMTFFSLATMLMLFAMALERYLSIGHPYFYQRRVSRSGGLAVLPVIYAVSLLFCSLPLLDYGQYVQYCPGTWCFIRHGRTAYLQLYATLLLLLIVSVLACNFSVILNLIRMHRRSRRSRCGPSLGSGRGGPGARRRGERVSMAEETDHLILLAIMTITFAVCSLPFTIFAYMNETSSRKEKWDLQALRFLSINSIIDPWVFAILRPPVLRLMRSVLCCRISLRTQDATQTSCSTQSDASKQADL
Hck-Nef inh = inhibitors of Nef-activated human Hck kinase, primary screen, biochemical, Z-Lyte FRET, 384-well, Hck-YEEI | Tyrosine-protein kinase HCK (Homo sapiens), P08631 | Recombinant Hck-YEEI plus Nef, Z-Lyte FRET kinase assay | inhibition, % at 20 µM | hit rate 0.68% among 220,000;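 active = Hck-Nef kinase inhibition above about 50%, limit read from the data; inactive = inhibition below that limit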;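 note: 0% = DMSO with Hck plus Nef and 100% = Hck alone without Nef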
Target sequence (P08631 whole entry, looked up): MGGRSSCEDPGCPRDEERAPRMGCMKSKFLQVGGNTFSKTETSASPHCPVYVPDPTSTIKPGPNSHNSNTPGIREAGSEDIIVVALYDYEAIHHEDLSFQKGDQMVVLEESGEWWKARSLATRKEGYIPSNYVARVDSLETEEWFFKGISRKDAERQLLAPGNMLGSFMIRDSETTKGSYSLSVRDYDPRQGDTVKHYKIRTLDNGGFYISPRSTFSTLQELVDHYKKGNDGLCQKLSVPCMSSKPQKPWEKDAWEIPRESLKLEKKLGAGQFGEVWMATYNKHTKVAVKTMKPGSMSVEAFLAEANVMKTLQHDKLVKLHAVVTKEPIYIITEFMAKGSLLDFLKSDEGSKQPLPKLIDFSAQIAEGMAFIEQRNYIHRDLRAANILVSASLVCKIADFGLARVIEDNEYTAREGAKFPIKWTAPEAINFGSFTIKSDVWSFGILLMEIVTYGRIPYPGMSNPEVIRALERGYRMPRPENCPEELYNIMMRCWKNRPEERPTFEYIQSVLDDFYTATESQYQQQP
RBBP9 inhibitor = human RBBP9 inhibitors, primary screen, biochemical, fluorescence polarization, FP-Rh probe, HTS | Serine hydrolase RBBP9 (Homo sapiens), O75884 | recombinant RBBP9 | inhibition, % at 7.94 µM | hit rate 0.2% among 220,000 | AID 1515, 2009;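 active = inhibition above the campaign mean of all tested compounds plus 3 SD, cut at about 14% in these data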;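 note: plate controls were DMSO wells with RBBP9 for no effect and wells lacking RBBP9 protein for full effect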
Target sequence (O75884 whole entry, looked up): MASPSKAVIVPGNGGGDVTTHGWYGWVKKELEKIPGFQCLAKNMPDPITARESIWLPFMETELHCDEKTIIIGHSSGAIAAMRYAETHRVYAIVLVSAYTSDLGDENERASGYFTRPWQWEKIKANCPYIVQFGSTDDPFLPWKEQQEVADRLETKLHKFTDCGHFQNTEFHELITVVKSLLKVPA
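System: RBBP9 protein / Quantity: 2.5 µM RBBP9 dispensing solution, before mixing / Also added: Serine-hydrolase probe FP-Rh, 375 nM pre-mixing / Dosing: 7.94 µM single dose, 0.794% DMSO / Timing: enzyme-compound preincubation 30 min, then probe labeling 45 min, 25 °C / Signal: FP readout at 525/598 nm / Controls: DMSO-treated enzyme wells and wells lacking RBBP9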
Runt-SMMHC FRET = inhibitors of RUNX1 Runt–CBFb-SMMHC binding, primary screen, biochemical, FRET, Cerulean-Runt, Venus-CBFb-SMMHC, uHTS; Runt-related transcription factor 1 (Homo sapiens) + Core-binding factor subunit beta …; Cerulean-Runt/Venus-CBFb-SMMHC FRET ratio 530/480, 1 h; inhibition, % at 20 µM; hit rate 0.74% among 220,000;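 active = mean inhibition across duplicate retests at 20 µM reaching about 50%, limit read from the data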;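 note: 0% = DMSO wells and 100% = wells with excess untagged CBFb-SMMHC; inhibitors lower the FRET ratio by blocking Runt binding to CBFb-SMMHC; some results filed as inactive read as strong as hits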
EP2 antag = human EP2 receptor antagonists, primary screen, TR-FRET cAMP, C6 glioma cells. Prostaglandin E2 receptor EP2 subtype (Homo sapiens), P43116. C6 glioma cells expressing human EP2; cells stimulated with saturating PGE2. inhibition, % at 25 µM. hit rate 0.52% among 260,000. AID 1422, 2008;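 active = percent inhibition above 40 after rounding to a whole number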;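 note: rat C6 glioma host cells with rolipram phosphodiesterase inhibitor present; the protocol text gives 20 µM as final concentration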
Runt-CBFb FRET = inhibitors of RUNX1 Runt–CBFb binding, primary screen, biochemical, FRET, Cerulean-Runt, Venus-CBFb, uHTS | Cerulean-Runt/Venus-CBFb FRET ratio 530/480, 1 h | inhibition, % at 20 µM | hit rate 0.46% among 220,000 | AID 1496, 2009;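 active = inhibition over about 50% at 20 µM in the single-dose screen, limit read from the data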;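 note: 0% = DMSO wells and 100% = excess unlabeled CBFb competitor control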
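Doses: 20 µM compound in 1% DMSO | Material: Cerulean-labeled Runt domain protein | Amount: Each fluorescent fusion protein 100 nM | Schedule: Two 1 h room-temperature incubations shielded from light | Measured by: FRET fluorescence | Evaluation: Loss of energy transfer signal | Controls: Unlabeled CBFb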
TNF death inh = inhibitors of TNF-alpha triggered necroptosis, primary screen, cell-based, Jurkat FADD-/-, single concentration | Jurkat FADD-/- TNF necroptosis rescue, ATP luminescence, 24 h; 0 = TNF only, 100 = no-TNF cells | activation (protection from cell death), % at 10 µM | hit rate 0.068% among 220,000;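 active = activation, meaning protection from cell death, of at least 50% relative to plate controls; inactive = activation below 50%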;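 note: necroptosis triggered by 40 ng/mL TNF-alpha added together with compound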
L929 necroptosis = inhibitors of zVAD-triggered necroptosis, primary screen, L929 cells; viability rescue, % at 10 µM; L929 zVAD necroptosis rescue, ATP luminescence, 24 h; with zVAD 60 µM; hit rate 0.38% among 220,000; AID 1377, 2008;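 active = activation, scaled between plate controls, above about 75%, limit read from the data; inactive = activation under that limit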;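 note: 0% = zVAD with DMSO and 100% = DMSO alone without zVAD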
PERK inh = block of dimerizer-induced PERK translation repression, primary screen, PERK inhibitor project, CHO PERK-DD cells, SEAP luminescence, HTS | Eukaryotic translation initiation factor 2-alpha kinase 3 (Homo sapiens), Q9NZJ5 | CHO PERK-DD fusion, SEAP luminescence translation reporter | inhibition, % at 5.6 µM | hit rate 0.17% among 220,000 | AID 1416, 2008;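 active = inhibition above the mean inhibition of all tested compounds plus 3 SD, set separately per screening campaign, cut at about 2.9% in these data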;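 note: PERK kinase domain activated by AP20187 dimerizer at 100 nM; 0% = DMSO with dimerizer and 100% = rapamycin at 8.4 µM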
An asterisk follows results filed as active; . = no result given; & = joins results of further samples.

entry	Structure	EP2 modulator	Hck-Nef inh	RBBP9 inhibitor	Runt-SMMHC FRET	EP2 antag	Runt-CBFb FRET	TNF death inh	L929 necroptosis	PERK inh
1	CC(=O)Nc1nnc(-c2ccc3c(c2)CCCC3)o1	-2	1	-3	-3	8	2	-1.0	1.0	0.9
2	O=C1C2CCCN2C(c2ccccc2)N1c1nccs1 (stereo not drawn)	17	0	-6	-6	4	0	-0.2	0.3	0.1
3	O=C(NCCc1ccccc1)c1ccc2nc(-c3ccco3)c(-c3ccco3)nc2c1	-29	15	-4	-45	3	2	-8.6	0.6	0.0
4	CCOC(=O)c1cc(=O)n2nc(-c3ccc(C)cc3)nc2s1	6	3	-7	3	12	4	-0.4	0.2	2.1
5	Cc1ccc(/C=C2\S/C(=N/S(=O)(=O)c3cccs3)NC2=O)cc1	-29	24	-10	-3	2	-1	3.0	2.2	1.6
6	CCN(CC)S(=O)(=O)c1ccc2oc(C(=O)NC3CCCc4ccccc43)c(C)c2c1 (stereo not drawn)	-33	3	-8	-6	-3	2	0.0	0.6	-0.4
7	Cc1ccc(OCCCSc2ncccn2)cc1C	11	5	4	0	9	-4	-1.5	0.7	0.4
8	COc1ccccc1N1CCN(C(=O)CSc2nc(C)cc(=O)[nH]2)CC1	10	-16	-10	-2	7	1	-1.7	-0.5	1.1
9	COC(=O)c1cc(Br)c(=O)n(-c2ccccc2F)c1	9	-1	0	1	16	0	-1.1	0.3	0.1
10	C/C(=N\N=C1\NC(=O)C(CC(=O)Nc2ccc(C)c(Cl)c2)S1)C(C)(C)C (stereo not drawn)	30	15	-5	1	8	-7	2.5	35	0.7
11	CCn1c(=O)cc(SCC(=O)Nc2ccc(C)cn2)c2ccccc21	9	-18	2	4	8	-2	7.5	64	2.8
12	FC(F)(F)c1cc(Oc2ccc(Cl)cc2)ncc1-c1nnc(-c2ccc(Cl)cc2)o1	11	9	-5	-6	9	0	1.6	1.7	1.8
13	O=Cc1ccc(-c2nc3ccccc3s2)o1	-29	42	-2	-3	5	-2	-1.0	1.3	0.8
14	COc1cc(-c2nnc(SCC#CCO)o2)cc(OC)c1OC	11	2	1	2	6	0	0.3	0.2	-0.3
15	C[C@H](NC(=O)CCn1nnc2ccccc2c1=O)C(=O)O	-2	3	-1	0	8	1	0.7	0.8	-0.1
16	COc1cccc(NC(=O)CCSc2ccc3ccccc3n2)c1	9	0	-9	-2	13	0	1.2	1.2	1.3
17	Cc1ccc(C(C(=O)NC2CCCC2)N(Cc2cccnc2)C(=O)c2snc(C(N)=O)c2N)o1 (stereo not drawn)	57	3	-6	-5	4	0	-1.9	-0.4	-0.5
18	CCOC(=O)c1cc(-c2ccccc2)sc1NC(=O)C(C)OC(=O)c1ccncc1 (stereo not drawn)	22	3	-7	-8	8	-2	0.7	0.7	0.5
19	CCCCN(CC)C(=O)c1cccc(Cl)c1	28	1	-9	2	6	7	5.3	0.0	0.9
20	O=C(O)/C=C/C(=O)N1CCN(c2ccc(F)cc2)CC1	11	-9	-13	0	3	1	0.0	0.5	0.2
21	Cc1cccc(N2CCN(S(=O)(=O)c3cnc[nH]3)CC2)c1C	-20	0	-3	2	11	1	-0.6	0.9	-0.6
22	Cc1cc(C)n(/N=C/c2ccccc2)c(=O)c1C#N	20	0	3	-2	25	-2	-0.7	1.2	-0.1
23	Cn1c(SCC(=O)NCCN2C(=O)CSC2=O)nc2ccccc2c1=O	-2	2	1	-7	9	-1	0.2	0.4	0.8
24	Cc1cc(C)nc(SCc2ccc(C(=O)O)o2)n1	6	0	15*	-2	10	3	-0.2	-1.0	3.1*
25	Cn1cc(S(=O)(=O)NCc2cccs2)c(=O)n(C)c1=O	10	0	-7	-3	5	0	0.1	0.8	1.8
26	CN1C(C)(C)CC(NC(=O)CCC(=O)NC2CC(C)(C)N(C)C(C)(C)C2)CC1(C)C	.	6	-2	.	24	.	0.7	-0.6	0.4
27	CC1CC(O)C(C)CN1 (stereo not drawn)	-8	9	-4	-3	8	1	3.6	0.3	0.7
28	COc1ccc(CCNC(=O)CCn2c(SCC(=O)N3CCCC3)nc3ccccc3c2=O)cc1OC	-21	29	-3	-8	5	3	1.6	-0.1	0.5
29	Cc1ccc(-n2nnnc2SCC(=O)NNC(=O)c2ccco2)cc1C	-10&17	0	1	-4	9&5	1	-2.7	0.1	0.6
30	O=C(Nc1ccnc(-c2ccncc2)n1)c1ccccc1Cl	-84	21	-8	-1	2	-1	-0.1	-1.9	0.6
31	Cc1csc(NC(=O)CCc2ccc(S(=O)(=O)N3CCOCC3)cc2)n1	20	2	-8	-4	13	2	1.7	0.0	-1.0
32	CCOC(=O)c1nn(-c2ccc(C)cc2)c2nc(Nc3ccccc3)cc(=O)n12	31	4	-4	3	13	1	0.7	-0.5	0.3
33	O=C(c1cc(COc2c(F)cccc2F)on1)N1CCC(c2ccncc2)CC1	-34	8	-4	-5	8	2	-5.0	-1.4	1.8
34	Cc1cc(-c2nnc(SCc3cccnc3)o2)no1	14	2	-10	-1	9	-1	12	0.2	0.3
35	CCOc1ccccc1N1CCN(C2=C(NS(=O)(=O)c3cccs3)C(=O)c3ccccc3C2=O)CC1	-22	-1	-5	-3	20	3	-7.2	-1.2	-1.2
36	COc1cc(O)c2c(=O)cc(-c3ccccc3)oc2c1	14	33	5	-3	9	-2	0.0	33	1.7
37	CCCCOC(=O)Nc1ccc(S(=O)(=O)Nc2cc(C)nc(C)n2)cc1	14	-6	4	2	7	-2	2.2	-0.6	2.0
38	Cc1cccc(C(=O)NC2=NCCS2)c1	-35&18	76*	-7	2	7&16	2	-0.7	2.7	0.5
39	CS(=O)(=O)N1N=C(c2cccs2)CC1c1ccccc1O (stereo not drawn)	28	14	-5	3	3	0	1.0	1.5	0.7
40	CCCSCC(=O)Nc1ncc2c(n1)-c1ccccc1CC2	-38	27	1	35	6	11	-0.2	2.2	0.7
41	O=C(CN1CCCC1)Nc1ccccc1Sc1ccc(Cl)cc1	50	23	6	-9	13	-3	1.1	-1.9	1.6
42	CCOc1ccc2nc(SCc3ccc(F)cc3)sc2c1	-50	1	-9	-3	7	0	0.7	-0.1	0.5
43	COC(=O)c1ccc(N=Nc2ccccc2)cc1	-10	15	5	-2	5	-2	0.5	3.6	1.1
44	Cc1cccc(C)c1Nc1nnc(SC/C(O)=C(\C#N)c2nc3ccccc3[nH]2)s1	8	22	0	23	11	9	3.1	.	1.1
45	Cc1nc(C(=O)NNC(=O)c2ccc(C(F)(F)F)cc2)cs1	13	24	6	4	6	0	0.4	-0.1	2.1
46	O=C(Cn1cccc1C(=O)c1ccccc1)NCCC1=CCCCC1	27	-34	-1	-4	9	2	0.5	5.2	0.1
47	COCCCn1c(Cc2ccccc2)nnc1SCC(=O)N1CCCCC1	-20	0	-6	1	8	-1	0.6	-0.1	0.2
48	CN(/N=C/c1cc(Cl)cc(Cl)c1O)C(=S)NC(C)(C)C	-44	-92	1	90*	22	36	-3.9	2.3	0.7
49	Cc1nn(-c2ccccc2)c(-n2cccc2)c1C(=O)O	43	4	-3	3	5	-2	0.6	.	0.9
50	Cn1cc(Br)c(-c2cccc(N3C(=O)CCCC3=O)c2)n1	-1	-9	-8	6	8	-1	0.7	-0.3	0.6

Continued (two carried over from the part before).
entry	Structure	EP2 modulator	Hck-Nef inh	RBBP9 inhibitor	Runt-SMMHC FRET	EP2 antag	Runt-CBFb FRET	TNF death inh	L929 necroptosis	PERK inh
49	Cc1nn(-c2ccccc2)c(-n2cccc2)c1C(=O)O	43	4	-3	3	5	-2	0.6	.	0.9
50	Cn1cc(Br)c(-c2cccc(N3C(=O)CCCC3=O)c2)n1	-1	-9	-8	6	8	-1	0.7	-0.3	0.6
51	C=CCn1c(Oc2ccccc2)nc2c1c(=O)n(C)c(=O)n2C	13	26	0	-1	7	2	-0.2	0.0	0.0
52	O=C(O)c1c2c(nc3ccc(F)cc13)CCC2	7	10	-9	4	6	1	-0.8	-0.9	0.3
53	c1ccc(COc2ccc(CNCc3cccs3)cc2)cc1	-35	-1	2	-1	6	-4	-1.2	0.1	-1.0
54	O=C(COc1ccc(F)cc1)N1CCc2ccccc2C1	6&-7	13	-13	-4	8&10	1	1.8	-1.8	0.1
55	CS(=O)Cc1cc(Sc2ccccc2)nc(-c2ccncc2)n1 (stereo not drawn)	26	21	2	0	12	1	-0.5	2.4	0.3
56	CC(=O)Nc1ccc(OCC(O)CN2C(C)CCCC2C)cc1 (stereo not drawn)	11	3	-2	3	6	-2	1.9	-0.4	0.5
57	C(=C\c1nnc(-c2cccs2)o1)/c1ccccc1	35	2	-1	1	-4	-2	-4.2	0.4	-0.4
58	COCCCNC(=O)COc1ccc(-c2nccc(-c3ccccn3)n2)cc1	-30	1	-1	-1	10	-2	-7.0	0.2	-0.5
59	CN1CCN(CCC(=O)N2c3ccccc3Sc3ccc(Cl)cc32)CC1	17	-1	-1	0	9	0	0.3	0.5	-1.8
60	O=C(NC1CC2CCC(C1)N2C(=O)NCc1ccccc1)NC12CC3CC(CC(C3)C1)C2 (stereo not drawn)	12&6	-2	-10	-2	9	0	-1.8	1.4	-0.2
61	O=C(NCc1ccc(F)cc1)C1CCN(S(=O)(=O)N2CCC3(CC2)OCCO3)CC1	15	-1	-11	-9	15	-2	-1.3	0.9	-1.0
62	CN(Cc1ccccc1)S(=O)(=O)c1ccc(Cl)c(C(=O)OCC(N)=O)c1	-10	0	-4	-5	13	0	2.8	0.1	1.0
63	Cc1cc(C)nc(SCCN2CCOCC2)n1	8	-4	10	4	2	1	0.9	0.4	0.8
64	CCCc1nn(C)c(C(=O)Nc2cccc(CC)c2)c1Cl	-25	-2	-2	0	4	-4	0.5	0.8	0.4
65	CC(c1ccccc1)n1c(NCCCn2ccnc2)nc2c1c(=O)[nH]c(=O)n2C (stereo not drawn)	4&-14	-2	-5	-1	17&11	-3	-3.3	-0.2	0.0

From PubChem BioAssay

Not all compounds are listed. The share of hits here may be higher or lower than overall.
